CHT allo act: CHT positive allosteric modulators, primary screen, cell-based, membrane potential dye, choline EC20 | B-score at 10 µM | CHT-expressing cells; stronger effect = higher value; LV-AA mutant CHT in HEK293 cells | AID 488977, 2010 | High affinity choline transporter 1 (Homo sapiens), Q9GZV3 | 310,000 tested, 0.49% active;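 active = initial fluorescence not abnormally high and integrated response B-score, plate-corrected, over 3 SD above library mean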
Target sequence (Q9GZV3 whole entry, looked up): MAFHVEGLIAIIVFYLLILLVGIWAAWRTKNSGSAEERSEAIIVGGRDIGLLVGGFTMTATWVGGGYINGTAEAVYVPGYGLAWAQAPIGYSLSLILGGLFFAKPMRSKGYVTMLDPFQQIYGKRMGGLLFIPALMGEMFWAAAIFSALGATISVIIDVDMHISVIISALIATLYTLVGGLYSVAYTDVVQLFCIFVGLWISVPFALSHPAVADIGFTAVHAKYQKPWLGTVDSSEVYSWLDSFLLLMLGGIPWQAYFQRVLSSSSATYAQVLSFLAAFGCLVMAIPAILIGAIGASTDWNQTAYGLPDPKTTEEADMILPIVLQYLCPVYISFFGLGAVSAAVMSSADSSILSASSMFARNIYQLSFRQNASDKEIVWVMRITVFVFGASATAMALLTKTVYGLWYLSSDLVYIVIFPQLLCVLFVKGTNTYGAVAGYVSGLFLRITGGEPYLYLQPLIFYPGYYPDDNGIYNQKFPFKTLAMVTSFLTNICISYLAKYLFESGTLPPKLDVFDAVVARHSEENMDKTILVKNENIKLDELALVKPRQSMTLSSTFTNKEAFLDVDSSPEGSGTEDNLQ
OX1R antagonist: OX1R (HCRTR1) antagonists, primary screen, fluorescence, CHO/OX1R cells, Fluo-8 calcium, orexin A; Orexin/Hypocretin receptor type 1 (Homo sapiens), O43613; Fluo-8 calcium fluorescence; inhibition, % at 5 µM; 330,000 tested, 0.43% active; AID 434989, 2010;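 active = inhibition above its plate's threshold, mean inhibition of all tested compounds on the plate plus 3 SD, cut at about 37% in these data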;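 also: 0% = orexin A challenge wells and 100% = SB-334867-A antagonist wells; not every result past the cut was called active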
Target sequence (O43613 whole entry, looked up): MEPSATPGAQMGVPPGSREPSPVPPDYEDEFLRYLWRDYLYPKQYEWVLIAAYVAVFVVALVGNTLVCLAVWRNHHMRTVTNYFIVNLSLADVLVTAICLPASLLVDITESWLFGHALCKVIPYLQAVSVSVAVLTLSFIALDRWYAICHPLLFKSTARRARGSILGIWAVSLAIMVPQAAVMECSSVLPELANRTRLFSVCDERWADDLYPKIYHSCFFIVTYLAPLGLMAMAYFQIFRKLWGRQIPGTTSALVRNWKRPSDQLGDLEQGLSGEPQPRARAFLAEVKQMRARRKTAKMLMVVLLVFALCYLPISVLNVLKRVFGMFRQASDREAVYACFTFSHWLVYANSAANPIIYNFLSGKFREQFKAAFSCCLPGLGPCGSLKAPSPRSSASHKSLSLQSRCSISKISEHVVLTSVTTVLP
* hit, by the source's call; i = inactive; / = not tested or not shown.

SMILES | CHT allo act | OX1R antagonist
Cn1ncc(Cl)c1C(=O)NCc1ccc2c(c1)OCO2 | i | 4.6
CCN1CCCC1CNC(=O)c1c(O)c2c([nH]c1=O)CCCC2 (stereo not drawn) | i | -21.2
Cc1ccc(-c2cc3nc(C)cc(C)n3n2)cc1 | i | -33.1
Cc1cc(=O)oc2cc(OC(C)C(=O)NC3(C#N)CCCCC3)ccc12 (stereo not drawn) | / | -9.4
CC(=NCc1ccco1)C1=C(O)c2ccccc2C1=O | i | -15.7
Cc1csc(NC(=O)C2CCCN(S(=O)(=O)c3cnc[nH]3)C2)n1 (stereo not drawn) | i | -7.4
O=C1CC(c2cc(-c3ccccc3)no2)C1 | i | -16.0
CCC(C)NC(=O)c1cc(Cl)ccc1OC (stereo not drawn) | i | -17.9
COc1ccc(-c2nc3ccccc3c(=O)n2O)cc1 | i | -13.0
CCCCOC(=O)CSc1nc2c(cc1C#N)C(=O)CC(C)(C)C2 | i | -24.7
Cc1csc(NC(=O)CSc2nnc(-c3cccnc3)o2)n1 | i | -10.1
CC(C)NC(=O)N(C)C[C@H]1Oc2ccc(NC(=O)Cc3ccccc3)cc2C(=O)N([C@H](C)CO)C[C@@H]1C | / | -3.0
CC1(C)CC(=O)C(C=NCC2CCN(C(=O)Nc3ccc(Cl)c(Cl)c3)CC2)=C(O)C1 | i | -29.0
N#C/C(=C\c1cccnc1)C(=O)Nc1ccc(O)cc1F | i | -2.2
O=C(Cn1ccnc1[N+](=O)[O-])NCc1ccccc1 | i | -4.4
C/C=C/c1ccc(OCC(=O)OCc2csc(CC(=O)Nc3ccccc3C)n2)c(OC)c1 | i | -11.0
O=C1NC[C@H](Cc2ccc(O)cc2)N(CCc2cccc3ccccc23)C1=O | i | -4.9
CC1(C)CC(NCc2cccc([N+](=O)[O-])c2)CC(C)(C)N1 | i | -19.2
O=C(Nc1ccccc1Br)C1CC(=O)N(c2ccc3c(c2)OCCO3)C1 (stereo not drawn) | i | -23.2
Nc1nc(N2C(=O)C3CC=CCC3C2=O)nn1-c1ccccc1 (stereo not drawn) | i | -1.4
CC(=O)c1ccc(OCc2cc(C(=O)N(C)Cc3ccon3)no2)cc1 | i | /
COc1ccc(-n2c(C)c(C(C)=O)c3cc(OC(C)=O)ccc32)cc1 | i | /
Cc1ccc(-n2c(C)nnc2SCC(=O)N2CCOCC2)cc1 | i | 1.4
Cc1nsc2c1ccc1ccccc12 | i | 1.9
COc1ccc(-c2cc(C(=O)NC3CCCCC3)no2)cc1OC | i | -13.0
Clc1ccc(-c2nnc(CSc3nnc(-c4cccs4)n3Cc3ccccc3)o2)cc1 | i | 3.7
CC1CCCCN1CCCNC(=O)c1ccc2c(=O)n(CCc3ccccc3)c(=O)[nH]c2c1 (stereo not drawn) | i | -24.3
Cc1nn(-c2ccccc2)c(Cl)c1C(=O)N(C)c1nc(-c2ccc(F)cc2)cs1 | i | -9.8
COc1ccccc1N(CC(=O)NC1CCCC1)C(=O)C1(C)CC(=O)N=C2C=CC(C)=CN21 (stereo not drawn) | i | -12.1
CCOc1ccc(C(=O)CCNC(Cc2cnc[nH]2)C(=O)O)cc1 (stereo not drawn) | i | -9.3
OCCNC(=S)Nc1ccc2c(c1)OCCO2 | i | -6.4
O=C(Nc1ccc(-c2nc3ccccc3o2)cc1)c1ccc2c(c1)OCO2 | i | -10.7
COc1cccc(CNC(=O)C2CCCN(c3ncnc4c3nc3n4CCCCC3)C2)c1 (stereo not drawn) | i | -22.7
CCCC(=O)Nn1cnc2c(c1=O)C1(CCCCC1)Cc1ccccc1-2 | i | -34.8
O=C(Nc1ncccn1)C1=C(O)c2ccccc2S(=O)(=O)N1Cc1ccccc1 | i | -15.1
O=c1[nH]c2ccc(Cl)cc2c(=O)n1Cc1ccco1 | i | -12.4
COc1ccc(CC(=O)Nc2ccc(C)c(S(=O)(=O)N3CCCCCC3)c2)cc1 | / | -18.6
COc1ccc2cc(CN(CCc3ccccc3)Cc3nnnn3CC3CCCO3)c(=O)[nH]c2c1 (stereo not drawn) | i | -10.5
O=C(COC(=O)c1ccc(S(=O)(=O)N2CCCC2)cc1)Nc1cccnc1Cl | i | -3.9
COc1ccc(S(=O)(=O)N2CCC(C(=O)NCCOc3ccccc3F)CC2)cc1OC | / | -16.9

Part of the list above, in markdown:
| smiles | CHT allo act | OX1R antagonist |
| --- | --- | --- |
| COc1ccccc1N(CC(=O)NC1CCCC1)C(=O)C1(C)CC(=O)N=C2C=CC(C)=CN21 (stereo not drawn) | i | -12.1 |
| COc1ccc2cc(CN(CCc3ccccc3)Cc3nnnn3CC3CCCO3)c(=O)[nH]c2c1 (stereo not drawn) | i | -10.5 |

(cont.)
SMILES | CHT allo act | OX1R antagonist
COc1cc(/C=C/C(=O)OCC(=O)Nc2ccc(Cl)cn2)ccc1O | / | -19.1
COc1ccccc1NC(=O)CSc1sc2c(O)cc(=O)[nH]c2c1C#N | i | 2.9
O=c1c2ccccc2nc2n1CCCS2 | i | -12.1
COc1ccc(CCNC(=O)c2cc(-c3cc(C)cc(C)c3O)n[nH]2)cc1OC | i | -6.8
COc1ccccc1N1CCN(S(=O)(=O)Cc2ccccc2Cl)CC1 | i | -14.9
Cc1ccc(C(=O)NCCCNC(=O)COc2ccccc2Cl)cn1 | i | -12.6
Cc1ncc(CO)c2c1OC(C)(C)OC2 | i | -11.8
CCCCCCCCN1C(=O)N(C)C(N(O)C(=O)NC)C1(C)C (stereo not drawn) | i | -23.0
COC(=O)C(Cc1ccccc1)NC(=O)CNC(=O)c1sc2ccccc2c1Cl (stereo not drawn) | i | -7.4
NC(=O)c1ccc(C(F)(F)F)n(Cc2c(Cl)cccc2Cl)c1=O | i | -28.1
Cc1[nH]n(-c2ccccc2)c(=O)c1N=Nc1nccs1 | i | 4.4
CCOC(=O)c1ccc(NC(=S)NNC(=O)COC)cc1 | i | 7.3
CC(=O)Nc1ccc(NC(=O)CSC2=NS(=O)(=O)c3ccccc3N2)cc1 | i | -15.6
COc1ccc(/C=C(\NC(=O)c2ccccc2)C(=O)N/N=C/c2cccnc2)cc1 | i | -17.4
C=CCOc1ccc(-c2nc3c(c(=O)[nH]c(=O)n3CCCC)n2C)cc1OC | i | -16.6
CCCOc1ccc(/C=C/C(=O)N2CCN(c3ccccn3)CC2)cc1 | i | -10.8
O=C1C=C(N2CCOCC2)CCC1 | i | -3.6
CC[C@]12c3[nH]c4ccc(Cl)cc4c3CCN1C(=O)[C@@H](CC(=O)NC(C)(C)C)C[C@@H]2C(=O)N1CCN(C(=O)c2ccco2)CC1 | / | -58.9
Cc1c(Cl)cccc1NC(=O)Cn1c(CCC(=O)O)ccc1-c1ccc(Cl)cc1 | i | -11.9
COC(=O)Cc1ccc(NC(=S)N2CCN(c3ccc(OC)cc3)CC2)cc1 | i | -27.4
CC1(c2ccc(Cl)cc2)NC(=O)N(CC(=O)NCc2ccc(F)cc2)C1=O (stereo not drawn) | i | -19.7
Cc1cc(C)c(S(=O)(=O)NCCOc2ccccc2)c(C)c1-n1cnnn1 | i | -4.0
COc1ccc(/C(N)=N/OC(=O)CCCN2C(=O)c3ccccc3C2=O)cc1OC | i | 21.3
O=C(COC(=O)/C=C/c1cccc(C(F)(F)F)c1)NC(c1ccccc1)c1ccccc1 | i | -18.9
COc1cccc(NC(=O)Nc2ccc(C)c(Cl)c2)c1 | i | 38.5*
O=C(O)/C(=C1/OC(=O)c2ccccc21)c1ccccc1 | i | 3.5
Cc1cccc(N=Nc2cn[nH]c2-c2ccco2)c1 | i | -16.9
CC(C)(C)c1ccc(C(=O)N/C(N)=N/c2nc3ccccc3o2)cc1 | i | -8.0
COc1cccc(NC(=O)COc2cc(C)cc3oc(=O)cc(C)c23)c1 | i | -2.2
O=C(NCCN1CCOCC1)c1ccc(Cl)c(Cl)c1 | i | -7.6
Cc1ccc(CNS(=O)(=O)c2ccc(C)s2)cc1 | i | 0.1
CCOC(=O)c1c(-c2ccccc2)csc1NC(=O)CCN1CCOCC1 | i | -50.5
COC(=O)c1cc(OC)c(OC)cc1N | i | 2.1
O=C1C=C(c2ccccc2)C(O)(c2ccccc2)C1 (stereo not drawn) | i | -6.6
Cc1ccccc1/C=C\c1nc2ccccc2c(=O)n1Cc1ccccc1 | i | -32.0
Cc1sc2nc(CSc3nc4ccccc4c(=O)n3CCCN3CCOCC3)[nH]c(=O)c2c1C | i | -10.1
CCOC(=O)N1CCN(S(=O)(=O)c2c[nH]c(C(=O)OC)c2)CC1 | i | -6.0
CC(=O)N(Cc1ccc(Br)cc1)c1ccccc1C(=O)O | i | -8.5
CCOC(=O)c1ccc(NC(=O)CCC(=O)NCc2ccco2)cc1 | i | -2.8
O=C(O)c1nnn(-c2cc(C(F)(F)F)cc(C(F)(F)F)c2)c1-c1ccccc1 | i | -10.1
CCOC(=O)/C(C#N)=C/c1c(N2CCN(C)CC2)nc2ccccn2c1=O | i | -31.8
CCc1nc2ccccc2c(C(=O)Nc2cccc(C)c2)c1C | i | -24.3
O=C(NC1CC1)c1cc(-c2ccc(Br)cc2)nc2ccccc12 | / | -22.7
O=C(c1ccc(Cl)c(Cl)c1)N1CCC(O)(CN2CCOCC2)CC1 | i | -22.0
Cc1cc(O)c(/C=N/OCc2ccc(Cl)cc2Cl)c(=O)o1 | i | 1.5
Cc1cc(=O)n2[nH]c(C)c(-c3ccc(Cl)cc3)c2n1 | i | 4.1
CC(C)=C1C2C=CC1C1C(=O)N(c3ccc4c(c3)OCO4)C(=O)C21 (stereo not drawn) | i | -5.3
N#CCCN(Cc1ccccc1)C(=O)Nc1ccccc1 | i | -10.5
CC(C(=O)c1ccccc1)[n+]1cccc(C(N)=O)c1 (stereo not drawn) | i | 8.1
CCCOc1ccc(-c2nnn(CC(=O)Nc3cccc(C(=O)OC)c3)n2)cc1 | i | -12.9
COc1ccc(/C(C)=N/NC(=O)CNC(=O)c2cccs2)cc1 | i | -4.0
NC(=O)CN1C(=O)/C(=c2\sc3nc(=O)c(Cc4ccccc4)nn3c2=O)c2ccccc21 | i | -20.4
CN(CC(=O)Nc1cccc(F)c1)C(=O)CCCn1c(=O)oc2ccccc21 | i | -2.1
O=[N+]([O-])c1cccnc1S(=O)(=O)c1ccccc1 | i | 10.2
CC(C)CCNC(=O)CN(CCCN1CCOCC1)C(=O)Cn1nnc(-c2ccc(F)cc2)n1 | i | -19.3
CCN(C(=O)COC(=O)CCCN1C(=O)c2cccc3cccc(c23)C1=O)C1CCS(=O)(=O)C1 (stereo not drawn) | i | -19.3
O=c1[nH]c(-c2cccnc2)nc2ccccc12 | i | -16.9
Cc1[nH]n(-c2ccccc2)c(=O)c1C=Nc1ccc(S(=O)(=O)N(C)C)cc1 | i | -9.9
O=C(COC(=O)c1ccc(-n2cnnn2)cc1)Nc1cc(Cl)ccc1F | / | 21.9
CCNS(=O)(=O)c1ccc(CCC(=O)NCc2ccncc2)cc1 | i | -6.9

The results go on:
SMILES | CHT allo act | OX1R antagonist
Nc1cc(Oc2ccc(Cl)cc2Cl)nc(N)n1 | i | -5.8
CCOc1ccc(NC(=O)c2ccc(NC(=O)COC(=O)c3ccc(NC(=O)CC#N)cc3)cc2)cc1 | i | -5.7
CC(CCCC(C)(C)O)NCCO (stereo not drawn) | i | -15.2
COc1ncnc2c1NC1=C(S2)C(=NCCC(=O)O)CC(C)(C)C1 | i | 4.6
c1ccc(-c2nnnc3ccccc23)cc1 | i | -13.6
Cc1ccc(N(C(=O)c2csnn2)C(C(=O)NC2CCCC2)c2cccnc2)c(C)c1 (stereo not drawn) | i | -9.5
CN(C)C(=O)c1c(NC(=O)c2ccccc2)sc2c1CCC2 | i | -22.9
N#Cc1ccc(OCC(=O)NNC(=S)NC2CCCCC2)cc1 | / | -11.8
Cn1c(=O)c(C(=O)NCCO)c(O)c2ccccc21 | i | -10.3
Cc1noc(C)c1CSCC(=O)N1CCN(c2ccc(F)cc2)CC1 | i | -20.4
COc1ccc(/C(C)=N/Nc2ccc(F)cc2F)c(O)c1 | i | -8.7
COc1ccc(OCC(O)CN2CCN(c3ncccn3)CC2)cc1 (stereo not drawn) | i | -7.8
COC(=O)c1ccccc1NC(=O)CSc1nc(N)cc(N)n1 | i | 9.7
COC1CCCN(Cc2nc(Cc3ccccc3F)no2)C1 (stereo not drawn) | i | -18.4
O=C(CSc1ccccn1)Nc1nc2c(ccc3ccccc32)s1 | i | -6.4
O=C(c1coc(=O)c2ccccc12)N1CCN(Cc2ccccc2)CC1 | i | -16.4
O=C(CN1C(=O)S/C(=C\C=C\c2ccccc2)C1=O)Nc1ccc(C(=O)O)cc1 | i | -1.1
Cc1cc(C(=O)Nn2c(-c3ccncc3)nc3ccccc3c2=O)ccc1[N+](=O)[O-] | i | -27.8
COCCNC(=O)c1cc2nc3c(c(C(F)(F)F)n2n1)CCc1ccccc1-3 | i | -7.0
CCCC(=O)Nc1ccc(NC(=S)NC(=O)c2cccs2)cc1 | i | -20.0
O=S(=O)(NCc1ccco1)c1cccc(S(=O)(=O)N2CCOCC2)c1 | i | -10.5
CCCSCCCNC(=O)c1ccccc1NC(=O)C1=CSCCO1 | i | -22.1
O=C(c1ccco1)N(Cc1ccc(Cl)cc1)Cc1ccco1 | i | -38.1
O=C(NCc1ccc2c(c1)OCO2)C1CCC(CNS(=O)(=O)c2ccccc2)CC1 (stereo not drawn) | i | -18.5

Seven entries from above, ordered by molecular weight, falling.
SMILES | CHT allo act | OX1R antagonist
CC1(C)CC(=O)C(C=NCC2CCN(C(=O)Nc3ccc(Cl)c(Cl)c3)CC2)=C(O)C1 | i | -29.0
COC(=O)Cc1ccc(NC(=S)N2CCN(c3ccc(OC)cc3)CC2)cc1 | i | -27.4
O=C(COC(=O)c1ccc(-n2cnnn2)cc1)Nc1cc(Cl)ccc1F | / | 21.9
CCCCOC(=O)CSc1nc2c(cc1C#N)C(=O)CC(C)(C)C2 | i | -24.7
COc1ccc(OCC(O)CN2CCN(c3ncccn3)CC2)cc1 (stereo not drawn) | i | -7.8
CCC(C)NC(=O)c1cc(Cl)ccc1OC (stereo not drawn) | i | -17.9
Cc1ccc(-c2cc3nc(C)cc(C)n3n2)cc1 | i | -33.1

Screens (PubChem BioAssay)
